KOR beta-arrestin-1 – KOR agonists, beta-arrestin recruitment, primary screen, cell-based, luminescence, uHTS (AID 1777); KOR beta-arrestin recruitment, luminescence; higher % means a stronger effect; activation, % at 10 µM, or EC50 in µM where a hit was titrated; 0.02% of 280,000 active; in the data active = activation above about 50%, passing the limit was not always enough; also: a part of the inactive calls stands beside numbers as strong as those of hits
NOD1 NF-kB reporter – inhibition of NOD1-driven NF-kB reporter – cell-based, luminescence, uHTS, primary screen (AID 1578); inhibition, % at 4 µM, or EC50 in µM where a hit was titrated; NOD1-driven NF-kB luciferase reporter cells, luminescence; higher % means a stronger effect; 1% of 290,000 active; in the data active = inhibition mostly above about 36%, no sharp cut-off; inactive = mostly below about 34%;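 also: HEK-293T reporter cells stimulated with the NOD1 agonist gamma-tri-DAP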
MgcRacGAP inhibition – MgcRacGAP GTPase-activating activity inhibitors, confirmation, biochemical, ADP Hunter fluorescence | one-dose inhibition, % at 30 µM; IC50 in µM for titrated hits | MgcRacGAP-stimulated Rac1 GTP hydrolysis, ADP Hunter fluorescence; higher % means a stronger effect; GST-tagged Rac1 F28L mutant substrate | 0.6% of 340,000 active;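 active = first-screen hits whose inhibition reached a set limit at any dose in the follow-up dose series; inconclusive = inhibition above the set first-screen limit but never retested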;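 also: fluorescence reports GDP produced by GAP-driven GTP hydrolysis; strong numbers were not always called active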
GPR55 antagonists – GPR55 antagonists blocking LPI-driven arrestin recruitment, primary screen, imaging, U2OS, beta-arrestin-GFP, LPI agonist (AID 2013). inhibition, % at 10 µM; hits with a dose series show IC50 in µM. U2OS GPR55 beta-arrestin-GFP translocation imaging, LPI antagonism; higher % means a stronger effect. 0.13% of 290,000 active;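 active = spots per cell inhibited over 60%, with over 100 cells counted and total cytoplasm intensity under 500,000; inconclusive = wells with under 100 cells, flagged as likely toxic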;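 also: U2OS cells stably carrying GPR55 and arrestin-GFP stimulated by 5 µM LPI near EC80; imaged beta-arrestin-GFP aggregate spots per cell after agonist stimulation; plate controls were LPI-stimulated DMSO wells for no effect and DMSO wells without LPI for full effect; some results filed as inactive read as strong as hits; confirmed hits need IC50 under 10 µM and bright autofluorescent wells are also inconclusive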
SV40 large T antigen – SV40 large T antigen inhibitors, biochemical (AID 1903). inhibition, % at 20 µM; hits with a dose series show IC50 in µM. SV40 large T antigen ATPase/helicase inhibition assay; higher % means a stronger effect. 0.39% of 310,000 active; in the data active = a potency from the dose series; inconclusive = inhibition mostly from about 32% at the one dose, without a potency; inactive = the rest, 99 in 100 with inhibition below about 32%; also: strong numbers were not always called active
HIV peptide binding – cell-free HIV fusion peptide-binding blockers – biochemical, uHTS, fluorescence dequenching, primary screen (AID 1986); one-dose inhibition, % at 20 µM; IC50 in µM for titrated hits; 0.3% of 290,000 active; cell-free peptide binding, fluorescence dequenching, 30 min; higher % means a stronger effect; in the data active = inhibition mostly above about 52%, no sharp cut-off; inactive = mostly below about 76%; also: some results filed as inactive read as strong as hits
GPR55 activation – selective activators of receptor GPR55 – imaging, U2OS cells, beta-arrestin-GFP redistribution, primary screen (AID 1961); 0.048% of 290,000 active; activation, % at 10 µM; hits with a dose series show EC50 in µM; U2OS GPR55 beta-arrestin-GFP redistribution imaging; higher % means a stronger effect;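 active = activation above 40% with more than 50 cells counted in the well; inconclusive = wells holding fewer than 50 cells, flagged as toxic or sparse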;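 also: U2OS osteosarcoma cells stably expressing GPR55 and beta-arrestin-GFP; plate controls were DMSO negative control for no effect and LPI positive control for full effect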
KOR beta-arrestin-2 – kappa opioid receptor blockers – cell-based, luminescence, uHTS (AID 1778). KOR beta-arrestin recruitment, luminescence, antagonist mode; higher % means a stronger effect. one-dose inhibition, % at 10 µM; IC50 in µM for titrated hits. 0.091% of 290,000 active; also: strong numbers were not always called active
NOD2 inhibition – NOD2 signaling inhibitors, cell-based, luminescence, uHTS, HEK293 (AID 1566) | HEK293 NOD2/NF-kB luciferase reporter, luminescence; higher % means a stronger effect | inhibition, % at 4 µM; hits with a dose series show EC50 in µM | 0.63% of 290,000 active; also: many of its hits are not listed in these tables
Starred values were filed as active, the others as inactive; ? = inconclusive; / = no result given; [ ] = remark or other dose. Rule as the data show it, unless noted: active = inhibition above about 50%; inactive = the rest. Not all compounds are listed; count on the stated rates, not on these rows.

SMILES	KOR beta-arrestin-1	NOD1 NF-kB reporter	MgcRacGAP inhibition	GPR55 antagonists	SV40 large T antigen	HIV peptide binding	GPR55 activation	KOR beta-arrestin-2	NOD2 inhibition
Nc1ccc(N2CCCCC2)c(Cl)c1	/	-27%	46µM*	8%	37%	-1.1%	-0.1%	-19%[20 µM]	-33%
NS(=O)(=O)c1ccc(NC(=O)CN2CCCCC2)cc1	0.1%	-26%	8%	15%	5%	1.2%	0.3%	-18%	0%
Cc1ccc2nc(/C(C#N)=C\c3ccc(N4CCOCC4)o3)[nH]c2c1	14%	-11%	?	48%	?	28%	-0.3%	6%	16%
CCCCc1ccc(NC(=S)N2CCCC(CO)C2)cc1 (configuration not stated)	-6.9%	-18%	9%	7%	4%	0.1%	0.1%	10%	16%
O=C(CCSc1ccc(Br)cc1)c1ccc(O)cc1	-2.7%	-10%	7%	-5%	4%	2.5%	-0.1%	-6%	0%
Cc1ccc(NC(=O)c2sc(N)nc2-c2ccccc2)cc1C	2.1%	-9%	7%	-5%	4%	-0.7%	-0.3%	-29%	6%
FC(F)Oc1ccc(NC(=S)NCC2COc3ccccc3O2)cc1 (configuration not stated)	-0.1%	-4%	3%	6%	7%	2.4%	-0.2%	-36%	7%
COc1ccccc1NC(=O)C1(C)Cc2ccccc2C(=O)O1 (configuration not stated)	-1.6%	-10%	4%	8%	3%	0.7%	-0.1%	1%	2%
CC(=O)N1CCc2cc(S(=O)(=O)NC3CCCCC3)ccc21	-1.8%	0%	7%	-14%	10%	0.6%	0.8%	-63%	10%
O=C(NC1(C(=O)NC2CCCCC2)CCCCC1)c1ccc2c(c1)OCO2	12%	2%	6%	10%	13%	3.4%	0.4%	-4%	20%
COc1ccc(-c2ccc([C@H]3[C@@H]4C=CCC[C@@]4(C)C(=O)N3Cc3ccccc3)c(F)c2)cc1OC	3.8%	5%	5%	5%	12%	0.7%	-0.1%	-12%	1%
CCOc1cc(S(=O)(=O)N(CC)CC)ccc1Br	-5.0%	-19%	-12%	4%	0%	-1.3%	-0.1%	19%	-15%
COCc1c(C(=O)N/N=C(/C)c2cccs2)nnn1-c1nonc1N	-4.1%	-24%	4%	0%	15%	-0.6%	0.2%	0%	6%
O=C(Cc1cccc2ccccc12)NC(=S)Nc1cccc(C(=O)O)c1	-3.5%	-41%	6%	1%	1%	11%	0.2%	14%	-62%
CC(C)CC(OC(=O)c1ccco1)C(=O)NCC1CCCO1 (configuration not stated)	8.0%	0%	4%	7%	13%	0.5%	-0.3%	-20%	-21%
Fc1ccc2nc(Nc3nc4c(F)cc(F)cc4s3)sc2c1	1.3%	3%	8%	-10%	-3%	2.0%	-0.3%	-26%	-37%
CCOc1cccc(C(=O)Nc2ccc(NC(=O)c3cc4ccccc4o3)c(OC)c2)c1	50%	-17%	1%	5%	8%	0.0%	0.1%	-123%[20 µM]	2%
COc1ccc(C(=O)Nc2ccc3[nH]ncc3c2)cc1OC	1.7%	1%	-6%	-1%	22%	2.2%	-0.1%	-50%[20 µM]	6%
CC1CCCCN1C(=O)CN1CCC(c2nc3ccc(Cl)cc3[nH]2)CC1 (configuration not stated)	/	-41%	6%	26%	12%	0.5%	0.5%	-11%[20 µM]	13%
CC1=C(CCN2CCN(C3CCCC3)C(CCO)C2)C(C)(C)CCC1 (configuration not stated)	/	-19%	1%	30%	3%	-2.0%	0.3%	1%	5%
CCCn1c(-c2ccc(F)cc2)n[nH]c1=S	-5.3%	32%	9%	12%	-23%	-3.3%	-1.0%	26%	-12%
COc1ccc(OC)c(CNc2ccc([N+](=O)[O-])cc2C)c1	-4.6%	-26%	-3%	0%	-4%	0.1%	0.2%	-2%	3%
COC(=O)c1sccc1NC(=O)Nc1cc(C)ccc1C	3.6%	-31%	4%	-8%	2%	4.5%	-0.2%	-3%	-6%
COc1cc(/C=C(/NC(=O)c2ccccc2)C(=O)N2CCN(C)CC2)c([N+](=O)[O-])cc1OC	5.9%	21%	10%	15%	1%	1.2%	0.2%	-4%	16%
CC1=C(C)CS(=O)N(c2ccc(S(N)(=O)=O)cc2)C1 (configuration not stated)	12%	-17%	14%	36%	-2%	1.2%	-0.1%	-16%	1%
N#CC1=C(N)Oc2n[nH]c(-c3ccncc3)c2C1c1ccsc1 (configuration not stated)	-5.3%	6%	15%	12%	27%	-1.3%	0.2%	25%	1%
O=C(CN1CCN(S(=O)(=O)c2ccccc2)CC1)Nc1ccc(N2CCOCC2)cc1	3.0%	23%	5%	5%	29%	-3.7%	0.0%	-37%	9%
Cc1ccc(-n2nc(C)c(NC(=O)CCl)c2C)cc1C	1.1%	-4%	7%	3%	4%	1.3%	0.4%	23%	-78%
COc1ccccc1N(CC(=O)NCC1CCCO1)C(=O)CCC(=O)Nc1nccs1 (configuration not stated)	-4.8%	-12%	0%	1%	5%	1.1%	-0.3%	-9%	21%
O=C(CN(Cc1ccc(Cl)cc1)C(=O)CN1C(=O)COc2ccccc21)NC1CCCC1	-3.8%	13%	8%	-6%	-7%	2.2%	-0.1%	2%	10%
Cc1cc(C(=O)N2CCN(c3ncccn3)CC2)c(C)o1	-1.5%	-17%	8%	4%	8%	0.7%	-0.2%	5%	0%
COc1cc(NC(=S)N2CCN(c3ccccn3)CC2)cc(OC)c1OC	-3.3%	-24%	4%	14%	13%	1.0%	0.6%	-12%	13%
CCOc1ccc(Br)cc1S(=O)(=O)NC(=O)c1ccccc1	/	-16%	6%	-11%	3%	0.7%	-0.1%	-6%[20 µM]	13%
CCN(CC)S(=O)(=O)c1cc(C(=O)OCC(=O)c2ccc3c(c2)NC(=O)CO3)ccc1F	2.9%	-21%	8%	-10%	16%	0.2%	-0.1%	-38%	2%
CCN=C(NCC)SC1CC(=O)N(c2ccc(OCC)cc2)C1=O (configuration not stated)	-3.8%	-4%	4%	5%	8%	1.0%	0.8%	-4%	4%
COc1ccc(CCNC(=O)C2CC(=O)N(C3CCCC3)C2)cc1OC (configuration not stated)	4.6%	-26%	14%	-4%	10%	0.5%	-0.1%	-9%	4%
O=C(CCn1nc(-c2ccccc2)ccc1=O)N1CCN(c2ccccn2)CC1	2.0%	-15%	4%	-12%	7%	-0.8%	0.2%	-21%	0%
COCc1cc(/C=N\NC(=O)Cc2ccc(Cl)cc2)ccc1OC	-0.1%	7%	6%	1%	4%	-1.4%	-0.3%	-22%	21%
O=C(NNc1cc(C(F)(F)F)nc2ccccc12)Nc1cccc(Cl)c1	0.4%	0%	0%	8%	17%	2.2%	-0.1%	31%	6%
O=C1CS/C(=N/N=C/c2cccs2)N1	3.8%	9%	3%	-3%	12%	3.3%	-0.2%	1%	8%
Cc1ccc(OC(C)C(=O)Nc2cc(C)on2)cc1 (configuration not stated)	8.4%	-16%	7%	6%	3%	-0.7%	-0.2%	-8%	5%
CNC(=O)COc1ccc(Nc2nnc(-c3ccc(C)c(S(N)(=O)=O)c3)c3ccccc23)cc1	2.6%	-4%	9%	-5%	23%	-2.2%	-0.1%	8%	9%
CCSc1nnc(NC(=O)NC2CCCCC2)s1	-3.9%	-28%	7%	13%	6%	-0.2%	-0.4%	5%	-15%
Cc1ccccc1CNc1ncnc2cc(Cl)ccc12	-2.8%	-5%	4%	11%	5%	-1.0%	0.3%	16%	16%
OCCC1CN(Cc2nc(-c3ccccc3)cs2)CCN1Cc1ccc(F)cc1 (configuration not stated)	-4.0%	17%	8%	-2%	6%	0.8%	-0.2%	-16%	20%

Another view of some results above:
canonical_smiles | KOR beta-arrestin-1 | NOD1 NF-kB reporter | MgcRacGAP inhibition | GPR55 antagonists | SV40 large T antigen | HIV peptide binding | GPR55 activation | KOR beta-arrestin-2 | NOD2 inhibition
COc1cc(NC(=S)N2CCN(c3ccccn3)CC2)cc(OC)c1OC | -3.3% | -24% | 4% | 14% | 13% | 1.0% | 0.6% | -12% | 13%
CCOc1ccc(Br)cc1S(=O)(=O)NC(=O)c1ccccc1 | / | -16% | 6% | -11% | 3% | 0.7% | -0.1% | -6%[20 µM] | 13%
CCN(CC)S(=O)(=O)c1cc(C(=O)OCC(=O)c2ccc3c(c2)NC(=O)CO3)ccc1F | 2.9% | -21% | 8% | -10% | 16% | 0.2% | -0.1% | -38% | 2%
CCN=C(NCC)SC1CC(=O)N(c2ccc(OCC)cc2)C1=O (configuration not stated) | -3.8% | -4% | 4% | 5% | 8% | 1.0% | 0.8% | -4% | 4%
COc1ccc(CCNC(=O)C2CC(=O)N(C3CCCC3)C2)cc1OC (configuration not stated) | 4.6% | -26% | 14% | -4% | 10% | 0.5% | -0.1% | -9% | 4%
O=C(CCn1nc(-c2ccccc2)ccc1=O)N1CCN(c2ccccn2)CC1 | 2.0% | -15% | 4% | -12% | 7% | -0.8% | 0.2% | -21% | 0%
COCc1cc(/C=N\NC(=O)Cc2ccc(Cl)cc2)ccc1OC | -0.1% | 7% | 6% | 1% | 4% | -1.4% | -0.3% | -22% | 21%
O=C(NNc1cc(C(F)(F)F)nc2ccccc12)Nc1cccc(Cl)c1 | 0.4% | 0% | 0% | 8% | 17% | 2.2% | -0.1% | 31% | 6%

The listing continues.
SMILES	KOR beta-arrestin-1	NOD1 NF-kB reporter	MgcRacGAP inhibition	GPR55 antagonists	SV40 large T antigen	HIV peptide binding	GPR55 activation	KOR beta-arrestin-2	NOD2 inhibition
CC1CN(C(=O)c2ccc(COc3ccc(C(C)C)cc3)o2)CC(C)O1 (configuration not stated)	/	-28%	1%	-2%	5%	0.8%	-0.1%	-15%[20 µM]	-38%
CS(=O)(=O)c1nc(-c2ccc(Br)cc2)n[nH]1	-6.1%	-32%	9%	13%	0%	1.2%	-0.3%	-3%	17%
O=S(=O)(Cc1ccccc1)NCc1ccccn1	3.7%	-25%	6%	-7%	1%	0.1%	0.0%	-53%	-13%
Cn1c(CNC(=O)c2ccco2)nnc1SCC(=O)c1ccccc1	1.5%	-15%	7%	18%	16%	-0.1%	-0.2%	1%	1%
Cc1ccc(C(=O)CN(C(=O)c2ccc(Cl)c(Cl)c2)N2C(=O)C3CCCCC3C2=O)cc1C (configuration not stated)	1.4%	10%	4%	-2%	1%	0.6%	-0.2%	-11%	22%
CN(C)/C=N/n1cnc2ccccc2c1=O	2.7%	10%	9%	-7%	11%	-2.1%	0.0%	40%	-16%
CCc1ccc(NS(=O)(=O)c2cc3c(cc2C)n(C)c(=O)c(=O)n3C)cc1	-3.7%	3%	-14%	3.4µM*	/	-0.3%	-0.3%	-23%[20 µM]	29%

Assay outcomes from PubChem.
